RAD54 branch – inhibitors of human RAD54 branch migration; Q92698; RAD54 Holliday junction branch migration, FAM/BHQ fluorescence; inhibition, % at 10.4 µM; 360,000 compounds, 0.14% hits; AID 602329;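 active means mean normalized replicate activity at least 40 and at least half of replicates scoring 40 or more; inconclusive means only one of the two criteria met; inactive means mean below 40 and under half of replicates reaching 40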;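 further: 0% = median of neutral control wells and 100% = median of positive control wells; inhibitors cause a drop in the FAM fluorescence signal; in these data hits start at about 50%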
Target sequence (Q92698 whole entry, looked up): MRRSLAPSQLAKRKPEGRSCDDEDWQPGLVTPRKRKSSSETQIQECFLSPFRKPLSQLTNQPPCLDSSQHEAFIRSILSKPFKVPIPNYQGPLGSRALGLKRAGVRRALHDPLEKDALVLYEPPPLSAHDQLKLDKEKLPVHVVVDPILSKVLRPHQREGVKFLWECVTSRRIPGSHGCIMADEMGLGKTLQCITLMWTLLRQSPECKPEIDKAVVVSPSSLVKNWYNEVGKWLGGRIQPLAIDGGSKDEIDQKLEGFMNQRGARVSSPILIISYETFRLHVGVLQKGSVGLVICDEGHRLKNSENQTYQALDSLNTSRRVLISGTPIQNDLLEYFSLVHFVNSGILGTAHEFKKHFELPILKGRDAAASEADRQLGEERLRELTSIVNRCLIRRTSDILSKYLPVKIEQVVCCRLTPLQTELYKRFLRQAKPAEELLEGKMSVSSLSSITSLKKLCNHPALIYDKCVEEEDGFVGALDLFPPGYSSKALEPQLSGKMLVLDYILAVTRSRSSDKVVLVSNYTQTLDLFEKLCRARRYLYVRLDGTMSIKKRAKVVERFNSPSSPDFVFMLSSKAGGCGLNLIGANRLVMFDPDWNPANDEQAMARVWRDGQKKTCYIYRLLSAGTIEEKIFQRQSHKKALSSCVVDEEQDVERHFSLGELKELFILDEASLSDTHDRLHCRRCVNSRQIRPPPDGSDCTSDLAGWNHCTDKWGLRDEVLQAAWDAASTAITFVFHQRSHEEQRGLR
CFTR F508del cor – CFTR F508del correction in bronchial cells. 350,000 compounds, 0.36% hits. activity (quench increase), % at 7.58 µM. CFBE cells, YFP halide quenching; stimulated with forskolin plus potentiator P3; % fluorescence drop versus neutral controls. AID 720511;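 active means mean added fluorescence quench of at least 8% versus neutral control, with both replicates also reaching 8%; inconclusive means only one of the mean or replicate conditions met; inactive means mean below 8% and not both replicates reaching 8%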;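 further: cells transiently co-express mutant CFTR-F508del with the halide-sensitive YFP; corrector assay measuring rescue of mutant channel to the surface after 24 h compound exposure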
GSIS activator – primary screen for activators of insulin secretion dependent on glucose, INS-1E cells, GLuc reporter luminescence. activation, % at 16.6 µM. 370,000 compounds, 0.61% hits. AID 743287. INS-1E GLuc reporter insulin secretion, 2-3 h;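 active means lowest replicate activation of at least 40%, so every replicate reaches that level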;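 further: 0% = median of neutral control wells and 100% = median of IBMX positive control wells; some compounds called inactive have numbers as strong as hits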
Casp6 inh – caspase-6 (human) enzyme inhibition | P55212 | purified caspase-6, Z-VEID-R110 cleavage fluorescence | inhibition, % at 12.5 µM | 350,000 compounds, 0.53% hits;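 active means mean inhibition across replicates at least about 35%, with every replicate also reaching that limit, limit read from the data; inconclusive means only one of the two criteria met; inactive means neither criterion met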;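 further: 0% = median of neutral control wells and 100% = no fluorescence left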
Target sequence (P55212 24-179 limits assumed): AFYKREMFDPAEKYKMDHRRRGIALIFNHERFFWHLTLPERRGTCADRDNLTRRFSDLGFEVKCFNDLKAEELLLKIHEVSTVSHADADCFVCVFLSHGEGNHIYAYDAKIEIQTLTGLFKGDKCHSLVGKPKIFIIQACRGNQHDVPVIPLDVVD
Target sequence (P55212 194-293 limits assumed): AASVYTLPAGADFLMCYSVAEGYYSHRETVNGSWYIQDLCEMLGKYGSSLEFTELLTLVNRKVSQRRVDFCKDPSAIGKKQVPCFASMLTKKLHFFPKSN
RAD52 anneal inh – blocks human RAD52 DNA annealing. P43351. recombinant RAD52 DNA annealing, FRET fluorescence. inhibition, % at 18.7 µM. 360,000 compounds, 0.46% hits. AID 651710;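 active means every replicate showing at least 50% inhibition; inconclusive means mean inhibition at least 50% but not in every replicate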
E-sel inducer – E-selectin induction on HUVECs; P16581; HUVEC E-selectin immunofluorescence imaging; normalized: neutral wells 0, TNF-alpha wells 100; activation, % at 7.58 µM; 260,000 compounds, 0.37% hits; AID 686992;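 active means mean E-selectin-positive cell signal at least 10% of the positive control, reached in at least 60% of replicates, without over 20% cell loss; inconclusive means no rule given, readout overlaps actives, possibly toxicity-flagged; inactive means the rest, including those meeting only one limit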;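 further: in these data hits start at about 27%; measured in HUVEC primary endothelial cells; signal is the percent of cells scored E-selectin positive by PE staining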
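System: HUVEC / Compound: single concentration / Signal: immunofluorescence imaging / Read-out: percent E-selectin-positive cells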
Xi reactivation – activators of X-chromosome reactivation in mouse fibroblasts | XiGFP mouse fibroblasts, % GFP-positive cells imaging, 3 d; cells co-treated with 5-aza-dC sensitizer; scaled so ellipticine positive control = 100% | activation, % at 7.58 µM | 360,000 compounds, 0.055% hits;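 active means mean normalized replicate activation at least 10% and every replicate at or above 10%; inconclusive means only one of the two criteria met; inactive means mean below 10% and not all replicates reach 10%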;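 further: 0% = median of on-plate neutral control wells and 100% = ellipticine 6 µM median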
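Material: XiGFP fibroblasts, SV40-immortalized; Buffer or medium: DMEM containing 5-aza-dC; Compound dosing: single point; Times: 3 days compound exposure.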
DENV2 CPE – protects cells from dengue virus 2 cytopathic effect. DENV2-infected cells, cytopathic effect rescue, plate reader. CPE inhibition, % at 9.99 µM. 350,000 compounds, 1.7% hits. AID 651640; in the data active means CPE inhibition above about 20%, passing the limit was not always enough; inconclusive means no clear call, values can overlap the other calls; tested in BHK-21 cells;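 further: 0% = median of neutral control wells and 100% = median of positive control wells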
Numbers without * were called inactive; i = inactive; ? = inconclusive; . = no result given; & = joins results of further samples.

SMILES | RAD54 branch | CFTR F508del cor | GSIS activator | Casp6 inh | RAD52 anneal inh | E-sel inducer | Xi reactivation | DENV2 CPE
COc1ccccc1NC(=O)c1ccccc1NC(=O)c1cc(Cl)ccc1NC(=O)c1ccco1 | -15 | . | 11 | 1 | -22 | . | . | .
O=C(Cc1ccc2c(c1)OCCO2)N1CCN(S(=O)(=O)c2cccc(Cl)c2Cl)CC1 | -1 | -0.4 | 3 | 4 | -2 | . | 0.1 | -7
COc1ccccc1Nc1nc(NCCO)nc(N2CCCC2)n1 | -4 | -1.3 | 22 | 4 | 0 | 0.2 | 0.0 | -1
COc1ccccc1OCC(=O)Nc1c2c(nn1-c1ccc(C)cc1)CS(=O)(=O)C2 | . | 0.8 | 18 | -1 | -10 | 0.2 | 0.4 | -4
COc1cc(CC(=O)N(C)CC(=O)Nc2cc(C)ccc2C)cc(OC)c1OC | -8 | 0.1 | -3 | 5 | -5 | . | 0.1 | 3
CCC(=O)N[C@@H]1CC[C@@H](CCNC(=O)Nc2ccc(C(F)(F)F)cc2)O[C@@H]1CO | 6 | 0.8 | -14 | -1 | 24 | -0.3 | -0.2 | 0
COc1ccc(NC(=O)N(C)C[C@@H]2Oc3c(NS(=O)(=O)c4ccc(OC)cc4)cccc3C(=O)N([C@@H](C)CO)C[C@@H]2C)cc1 | 4 | 1.0 | -2 | -2 | -5 | 0.0 | 0.0 | 7
N#Cc1cccc(-c2ccc(C3[C@@H]4CN(Cc5ccccc5)C[C@H]3N4)cc2)c1 (some centres not stated) | . | 2.9&-1.1 | -12&-6 | . | . | 0.0&0.3 | 0.1&0.0 | -10&4
CC(C)c1ccc(NC(=O)COc2ccccc2)cc1 | -3 | -4.3 | -25 | -3 | -2 | . | 0.1 | -2
CCOc1ccc(C(=O)NCC(=O)OCc2csc(-c3ccccc3)n2)cc1 | -8 | -1.6 | -12 | 3 | -9 | 25 | 0.2 | -3
C[C@@H]1CN([C@@H](C)CO)C(=O)c2cc(NC(=O)Nc3cccc4ccccc34)ccc2O[C@H]1CN(C)Cc1ccc(C(F)(F)F)cc1 | 39 | 6.9 | 3 | -1 | -16 | 0.6 | -0.8 | 5
CCC[C@@H](CN1CCC[C@H]1CN1C(N)=NC[C@H]1CC(C)C)N1C[C@@H](Cc2ccccc2)N(CCc2ccc(Cl)c(Cl)c2)C1=N | 17 | -0.7 | 39 | 36* | 65* | 0.0 | 0.2 | 55*
CCOC(=O)C1=CCN(S(=O)(=O)c2ccccc2C)C1c1cccc(C)c1 (configuration not stated) | 8 | 1.8 | -6 | 4 | 3 | -0.1 | -0.2 | 5
COc1ccccc1NC(=O)CNC(=O)c1ccc(Br)o1 | -1 | 4.0 | 3 | 0 | -16 | 0.6 | 0.9 | -3
CCCNC(=O)N1C[C@H]2[C@@H](c3ccccc31)[C@H](CO)N2CC1CCCC1 | -13 | 0.0 | 13 | -1 | 1 | 0.0 | 0.3 | -3
c1ccc(OCCN2CCNCC2)cc1 | -17 | 2.5 | 2 | -5 | -15 | 5.9 | -0.1 | ?
CCCCCNC(=O)c1ccc(NC(=O)CC2SC(N3CCCC3)=NC2=O)cc1 (configuration not stated) | 6 | -1.7 | -11 | -1 | -4 | -0.1 | 0.0 | 6
CN1CCN(C(=O)/C(=C\c2cccc([N+](=O)[O-])c2)NC(=O)c2cccs2)CC1 | . | -1.6 | 13 | 6 | -8 | . | 0.0 | -4
COC(=O)c1nc2n(n1)C(c1cccc(Cl)c1)C1=C(CCCC1=O)N2 (configuration not stated) | 2 | -1.7 | -3 | 1 | -7 | 0.1 | 0.2 | -6
Cc1cccc(C2CC3(CC(C)(C)NC(=S)N3)Oc3cc(O)ccc32)c1 (configuration not stated) | -3 | -1.5 | -49 | 16 | -8 | . | 0.0 | -5
Cc1ccc(S(=O)(=O)Nc2ccc3c(c2)CC(=O)N([C@H](C)CO)C[C@@H](C)[C@@H](CN(C)S(C)(=O)=O)O3)cc1 | -8 | -2.1 | -9 | 2 | 9 | -0.3 | 0.0 | 2
C[C@H](CO)N1C[C@H](C)[C@H](CN(C)C(=O)Nc2ccc3c(c2)OCO3)Oc2ccc(NS(=O)(=O)c3cn(C)cn3)cc2C1=O | -1 | -0.4 | 13 | 2 | -1 | 0.1 | -0.1 | 18
O=C(c1ccco1)N1CCN(C(=S)Nc2cccc([N+](=O)[O-])c2)CC1 | . | 1.4 | 3 | 5 | 4 | . | 0.0 | 8
COc1ccc(N2C(=O)C3C(C2=O)C(C(=O)c2ccc(Cl)cc2)N2CCCC32)cc1 (configuration not stated) | . | 0.9 | . | -2 | -147 | . | 0.1 | -3
Cc1noc(C)c1S(=O)(=O)Nc1ccc2c(c1)C(=O)N([C@@H](C)CO)C[C@H](C)[C@@H](CN(C)Cc1ccccc1)OCCCC[C@@H](C)O2 | -4 | 0.3 | 1 | 3 | 13 | -0.2 | 0.0 | -3
Next section
SMILES | RAD54 branch | CFTR F508del cor | GSIS activator | Casp6 inh | RAD52 anneal inh | E-sel inducer | Xi reactivation | DENV2 CPE
CCCCn1c(N)c(N(C)C(=O)c2ccc(Br)o2)c(=O)[nH]c1=O | -9 | -2.2 | 5 | 33 | -10 | 0.1 | 0.0 | 6
COCCNC(=O)c1cccc(OC2CCN(Cc3ccc(C(C)C)cc3)CC2)c1 | 12 | 2.3 | -25 | 0 | -21 | 0.7 | 0.2 | -4
O=C(NCCOc1nc(N2CCCCC2)nc(N2CCCCC2)n1)Nc1ccccc1 | 7 | -0.7 | -15 | -3 | -3 | . | 0.0 | -10
Cn1cnnc1Sc1ccc(C(=O)OCC(=O)NC2CC2)cc1[N+](=O)[O-] | . | -0.9 | 5 | -3 | -9 | 3.2 | 0.0 | 14
CCc1ccccc1NC(=O)CN(C)C(=O)Cn1ncc(Cl)c(Cl)c1=O | 1 | . | . | 0 | 5 | . | 6.1 | ?
COc1ccc(NC(=O)N(C)C[C@H]2Oc3c(NC(=O)c4ccncc4)cccc3C(=O)N([C@H](C)CO)C[C@H]2C)cc1 | 6 | -0.1 | 7 | 2 | 7 | 0.1 | 0.3 | -2
CO[C@H]1CC[C@H]2CCOc3c(C#N)cccc3C(=O)N(C)C[C@@H](c3ccccc3)CC(=O)N(C)C[C@@H]1O2 | 6 | -0.9 | 1 | 1 | 5 | 0.0 | 0.2 | 3
COc1ccc(C(=O)CCC(C)(C)[N+](=O)[O-])cc1OC | . | 0.1 | 37 | 2 | -18 | 3.8 | 0.3 | 9
CCN1CCN(CCc2nc3cc(NC(=O)COc4ccc(Cl)cc4)ccc3n2C)CC1 | 10 | -0.1 | 23 | -15 | 10 | 0.5 | -0.1 | 25*
CN(C)c1ccc(/C=N/N(CCC(=O)NC(C)(C)C)C2=NS(=O)(=O)c3ccccc32)cc1 | . | -0.1 | -1 | 1 | i | 0.8 | 0.0 | -2
CCOCCCNC(=O)C1(O)c2cc(Br)ccc2NC(=O)N1c1ccc(OCC)cc1 (configuration not stated) | -2 | 0.9 | 6 | -5 | -2 | . | 0.0 | 5
COc1ccc(S(=O)(=O)Oc2ccc(C(=S)N3CCOCC3)cc2OC)cc1 | -2 | -1.7 | . | -4 | 0 | -0.2 | 0.0 | -5
CCC1=NN(C(=O)c2ccc(Cl)cc2)C(O)(c2ccccc2)C1 (configuration not stated) | -7 | -0.2 | 6 | 0 | -20 | . | 0.0 | -4
COc1ccc(NC(=S)NC(C)C(c2ccccc2)N2CCOCC2)cc1 (configuration not stated) | . | 1.8 | -10 | -1 | -13 | . | 0.0 | 8
Cc1cccc2sc(N(CCN3CCOCC3)C(=O)CCS(=O)(=O)c3ccccc3)nc12 | 11 | -1.3 | 12 | -1 | -17 | -0.5 | 0.1 | 5
Cc1ccccc1S(=O)(=O)N(C)C[C@@H]1OCc2ccccc2-c2c(n(C)c3ccccc23)C(=O)N([C@H](C)CO)C[C@@H]1C | 0 | -5.6 | -19&-3 | -2 | -8 | -0.1 | 0.0&0.2 | ?
COc1ccccc1C(=O)NCC(=O)OCC(=O)c1ccc(Cl)s1 | 9 | 0.0 | -1 | 5 | -4 | 0.0 | 0.2 | 3
COc1ccc(C(=O)N(CCc2ccccc2)Cc2ccccc2)cc1S(=O)(=O)N1CCOCC1 | -1 | 1.8 | -38 | -142 | 2 | 0.1 | 0.0 | 7
O=C(O/N=C1\CCS(=O)(=O)c2sccc21)C1CC1 | . | -0.3 | 12 | -1 | -9 | . | 0.7 | -5
NC(=O)C1(Nc2ccc(C(=O)O)cc2)CCCC1 | -7 | 0.0 | 0 | 4 | -19 | . | 0.0 | 14
C[C@H]1CN([C@@H](C)CO)C(=O)Cc2cc(NC(=O)Nc3ccccc3)ccc2O[C@H]1CN(C)Cc1ccncc1 | . | 3.3 | -15 | . | . | -0.1 | -0.1 | .
C=Cc1cccc(NC(=O)c2ccc(NC(=O)c3ccco3)cc2)c1 | -19 | 3.5 | -14 | 2 | -13 | . | 0.0 | 3
Cc1ccccc1S(=O)(=O)NC(=O)C1(C)CCN1C(=O)CCc1cccs1 (configuration not stated) | -11 | 0.8 | 11 | -2 | -16 | -0.2 | 0.2 | ?
Cc1cc(C)nc(N/N=C/C(Cl)=C/c2ccccc2)n1 | . | -1.2 | -8 | 5 | -17 | . | . | 1
COc1cc(NC(=O)c2ccc(Br)cc2)c(OC)cc1NC(=O)c1ccccc1 | 0 | -11 | 8 | -2 | -8 | . | 0.0 | -6
Next section
SMILES | RAD54 branch | CFTR F508del cor | GSIS activator | Casp6 inh | RAD52 anneal inh | E-sel inducer | Xi reactivation | DENV2 CPE
CCOc1cc(C(=O)Nc2cccnc2)cc(OCC)c1OCC | -7 | -6.1 | -8 | 0 | 2 | . | 0.0 | -7
Cc1noc(C)c1NC(=O)N(C)C[C@@H]1Oc2c(NC(=O)NC(C)C)cccc2C(=O)N([C@H](C)CO)C[C@@H]1C | 5 | -0.9 | 17 | -2 | -1 | -1.9 | 0.0 | -10
COCC#Cc1ccc([C@H]2[C@H](CO)N3C(=O)CN(C(=O)C4CCCC4)C[C@@H]23)cc1 | . | -0.9 | 7 | -2 | -9 | -0.5 | 0.2 | 12
COc1ccc(N2CCN(S(=O)(=O)c3cc(C)ccc3OC)CC2)cc1 | . | -2.7 | -7 | 0 | -6 | . | 0.2 | 3
CCC(C)c1ccccc1NC(=O)C(C)OC(=O)c1ccco1 (configuration not stated) | -2 | -0.1 | 31 | 2 | 5 | . | 0.0 | -1
COc1ccc(CN(C)C[C@@H]2OCCCC[C@@H](C)Oc3ccc(NC(=O)c4ccccc4)cc3C(=O)N([C@H](C)CO)C[C@@H]2C)cc1 | 1 | -1.4 | -14 | -3 | -7 | 0.3 | 0.2 | -13
CN1c2ccc(-c3cccc(F)c3)cc2[C@H]2[C@H](CCN2C(=O)c2cccc(F)c2)[C@H]1CO | . | 4.0 | -6 | -1 | 22 | -0.1 | 0.2 | 16
N#CC1=C(N)Oc2cc(N)ccc2C1c1ccccc1F (configuration not stated) | -15 | -1.2 | -7 | 1 | -58 | 0.6 | 0.3 | -2

An unsorted share of the library; 3.7% or so of the library scored in one or more.
